# PhoP GFP inhibition: PhoP regulon inhibitors, Salmonella typhi PhoP promoter GFP reporter, confirmatory (AID 1850) | Salmonella Typhi PhoP-promoter GFP reporter, fluorescence, 4 h; higher % means a stronger effect | inhibition, % at 50 µM; hits with a dose series show IC50 in µM | 310,000 compounds, 0.33% hits; in the data active means a potency from the dose series; inconclusive means inhibition mostly from about 25% at the one dose, without a potency; inactive means the rest, 99 in 100 with inhibition below about 19%;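 further: 0% = induced wells with vehicle and 100% = uninduced wells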
# influenza NS1A: H1N1 influenza NS1A inhibitors, functional cell based assay (AID 504329) | 340,000 compounds, 0.3% hits | inhibition, % at 12.5 µM; hits with a dose series show IC50 in µM | NS1A functional cell-based assay, percent inhibition; higher % means a stronger effect; in the data active means a potency from the dose series; inconclusive means inhibition above about 27% without an active follow-up result; further: strong numbers were not always called active
# tuberculosis growth: growth inhibition of non-replicating M. tuberculosis (AID 488890); inhibition, % at 25 µM; hits with a dose series show IC50 in µM; Mycobacterium tuberculosis non-replicating, growth inhibition; higher % means a stronger effect; 320,000 compounds, 0.39% hits; in the data active means a potency from the dose series; inconclusive means inhibition mostly from about 82% at the one dose, without a potency; inactive means the rest, 99 in 100 with inhibition below about 76%;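 further: plate controls were DMSO cells for no effect and high antibiotic wells for full effect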
# H37Rv inhibition: M. tuberculosis growth inhibition, HTS (AID 449762); M. tuberculosis H37Rv growth inhibition, 7H9 media; higher % means a stronger effect; one-dose inhibition, % at 25 µM; IC50 in µM for titrated hits; 330,000 compounds, 0.59% hits; in the data active means a potency from the dose series; inconclusive means inhibition above about 70% without an active follow-up result;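 further: bacterial growth assessed after seven days of incubation; strong numbers were not always called active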
# inhibitors of VEEV: inhibitors of VEEV TC-83 cytopathic effect, confirmation, Vero cells (AID 588727); 350,000 compounds, 0.13% hits; Vero cells, VEEV TC-83 cytopathic effect inhibition; higher % means a stronger effect; inhibition, % at 20 µM, or IC50 in µM where a hit was titrated; in the data active means a potency from the dose series; inconclusive means inhibition mostly from about 14% at the one dose, without a potency; inactive means the rest, 99 in 100 with inhibition below about 12%; further: strong numbers were not always called active
# inhibitors of VEEV 10K pilot screen: second read-out of inhibitors of VEEV, no call of its own (marks repeat the call); inhibition, %; measured here: 10K pilot screen inhibition
# Starred values were filed as active, the others as inactive; i = inactive; ? = inconclusive; . = not tested or not shown.
SMILES,PhoP GFP inhibition,influenza NS1A,tuberculosis growth,H37Rv inhibition,inhibitors of VEEV,others
Cc1cccc(/C=C2/Sc3ccc(C(=O)N4CCOCC4)cc3NC2=O)c1,-5%,2%,70%,7%,9.7%,
NS(=O)(=O)c1cccc(NC(=O)COC(=O)/C(=C/c2cccs2)c2cccs2)c1,-4%,0%,46%,15%,7.9%,
S=C1NC(c2ccccc2)=NCN1c1ccc(Cl)cc1,-4%,21%,28%,-1%,0.5%,
CCN(CC)C(=O)[C@H]1C[C@H](CC(=O)NCCN2CCOCC2)C(=O)N2CCc3c([nH]c4cc(CCC(=O)N(C)C)ccc34)[C@]12C,.,-1%,.,.,2.1%,
CC(=O)NCCC(=O)Nc1cc(S(=O)(=O)N2CCOCC2)ccc1Oc1ccc(F)cc1,-1%,-12%,-31%,-9%,2.2%,
Cc1ccnc(SCC(=O)N2CCc3ccccc3C2)n1,-6%,-8%,3%,-3%,1.0%,
CCn1c(=O)n(CC(=O)NCc2ccccc2OC)c(=O)c2ccccc21,-6%,-5%,-7%,-2%,0.2%,
COc1cc(CNc2ccc(NC(C)=O)cc2)ccc1OCc1ccccc1C,12%,-8%,14%,-2%,i,
COc1ccccc1NC(=O)C1CCCN(S(=O)(=O)c2c(C)noc2C)C1 (centres undefined),0%,-7%,12%,3%,1.3%,
O=C(Nc1cccn(Cc2cccc(F)c2)c1=O)NC1CCCCC1,0%,2%,52%,1%,i,
C/C(=N\Nc1ccc([N+](=O)[O-])cc1)c1ccco1,-2%,6%,3%,43%,0.2%,
CN1CCN(NC(=O)c2cc(-c3ccc(Br)s3)nc3ccccc23)CC1,10%,9%,62%,0%,0.9%,
CCCn1nc(NC(=O)c2cccs2)c2cc3ccc(C)cc3nc21,-5%,-34%,-6%,0%,4.3%,
Cc1sc2ncnc(SCC(=O)Nc3ccc(S(=O)(=O)N4CCOCC4)cc3)c2c1C,.,-8%,12%,4%,1.6%,
COc1ccc(C(=O)NCc2nnc(SC)n2C2CCCCC2)cc1,-2%,7%,.,-11%,2.4%,
CCN(C(=O)COC(=O)c1cc(-c2cccs2)nc2ccccc12)C1CCS(=O)(=O)C1 (centres undefined),3%,-7%,-2%,2%,9.3%,
COc1ccc(NC(=O)C(C)NS(=O)(=O)c2ccc(NC(C)=O)cc2)cc1Cl (centres undefined),16%,7%,5%,-2%,1.2%,
O=C(CCl)N1c2ccccc2Oc2ccc3ccccc3c21,.,11%,.,.,?,
O=C(N/N=C/c1ccc(OC(=O)c2ccccc2)cc1)c1cccnc1,-2%,4%,-7%,1%,0.5%,
CN(c1ccccc1)S(=O)(=O)c1ccc(C(=O)Nc2nnc(C3CC3)o2)cc1,-3%,-3%,?,?,2.0%,
COc1ccccc1NC(=O)CSc1c2c(nc3ccccc13)CCC2,-16%,2%,15%,5%,5.9%,
CCC1=NC(c2ccccc2OC)N(O)C1(C)C (centres undefined),-5%,-1%,-18%,-12%,4.1%,
COc1ccccc1NS(=O)(=O)c1ccc(C)c(C(=O)NC2CCN(Cc3ccccc3)CC2)c1,.,3%,.,.,5.3%,
COCc1cc(C)nc2sc(C(=O)N3CCCC3)c(N)c12,-1%,-3%,3%,2%,i,
O=C(COC(=O)c1cc(S(=O)(=O)N2CCCC2)ccc1O)Nc1ccc(S(=O)(=O)N2CCOCC2)cc1,-11%,-1%,3%,20%,0.5%,
O=C(Cc1ccc2c(c1)CCCC2)Nc1ccccc1Br,3%,-3%,20%,6%,i,
CCCc1nc(SCC(=O)c2ccc(OC)cc2)c2ccccc2n1,-5%,-17%,50%,25%,7.2%,
O=C(CN1CCCc2ccccc21)NCc1ccccc1Cl,4%,-4%,16%,3%,i,
CC(=O)Nc1ccc(S(=O)(=O)Nc2ccc(C)c([N+](=O)[O-])c2)cc1,4%,-3%,9%,6%,2.3%,
O=C(OCN1C(=O)c2ccccc2C1=O)/C(=C\c1ccco1)NC(=O)c1ccccc1,7%,1%,78%,-11%,i,
NN=C(c1ccccc1)c1ccccc1,-12%,.,-20%,-1%,i,
Cc1cc2c(c(SCC(=O)NCc3ccccc3Cl)n1)C(=O)OC2,-9%,2%,-1%,-5%,4.4%,
CCCCc1nc2ccccc2c(NC(=O)CN(CC)CC)c1CCC,7%,1%,8%,-13%,5.1%,
Cn1c(=O)n(C)c2cc(S(=O)(=O)N3CCCc4ccccc43)ccc21,-1%,4%,2%,-9%,i,
COc1cccc(NC(=O)CN(C)C(=O)c2ccc(OCc3ccccc3)c(OC)c2)c1,-4%,0%,-6%,?,9.5%,
CC1(C)c2[nH]c3ccccc3c2C[C@H]2C(=O)N(Cc3ccc(F)cc3)C(=O)N21,0%,8%,33%,?,2.6%,inhibitors of VEEV 10K pilot screen=4.2
Cc1ccc(S(=O)(=O)NCc2csc(C)n2)cc1,2%,-1%,-15%,11%,1.5%,
CN(C)S(=O)(=O)Oc1ccc(Cl)cc1C(=O)Nc1ccc(F)cc1F,-1%,1%,0%,2%,0.8%,
O=C(CNC(=O)c1ccc(Cl)cc1)Nc1ccc(S(=O)(=O)Nc2ncccn2)cc1,4%,-9%,20%,-1%,1.9%,
COc1ccc(Cl)cc1NC(=O)C1CCCN(S(=O)(=O)c2cccc3nonc23)C1 (centres undefined),.,-10%,.,.,0.1%,
Cc1ccc(NC(=O)Nc2ncccc2C)cc1,0%,13%,-7%,-1%,1.6%,
O=C(Cc1ccc(Cl)cc1)Oc1cccc2cccnc12,-3%,15%,?,?,1.3%,
CCNC(=S)Nc1cc2oc3ccccc3c2cc1OC,-10%,-6%,?,?,6.2%,
CC1CCCN(S(=O)(=O)c2ccc(NC(=O)C3CCN(C(=O)C(C)(C)C)CC3)cc2)C1 (centres undefined),.,-4%,15%,-10%,0.1%,
COC(=O)CCC(=O)OC1(C)C(=O)C=C2C=C(C3CC3)N(CCN3CCOCC3)C=C2C1=O (centres undefined),-1%,12%,3%,2%,i,
CCN1C[C@@H]2[C@@H]3C(=O)N(Cc4ccccc4)C(=O)[C@@H]3[C@](C)(C(=O)OC)N2C1=NC,.,17%,.,.,0.8%,
Cn1nc(C(C)(C)C)c(NC(=O)c2sccc2Cl)c1C(C)(C)C,-2%,-26%,5%,12%,i,
COc1cc(C(=O)Nc2ccccc2N2CCOCC2)ccc1OCc1c(C)noc1C,8%,7%,-12%,1%,0.9%,
COc1cccc(-c2nnn(CC(=O)O)n2)c1,-13%,1%,-11%,-10%,0.8%,
O=C(Nc1ccc(C(=O)N2CCCC2)cc1)c1ccc2c(c1)OCO2,-7%,-6%,17%,4%,i,
CC1CCC(NC(=O)CCNC(=O)c2ccccc2)CC1 (centres undefined),8%,-10%,-5%,1%,0.9%,
COC(=O)c1cc2c(cc1[N+](=O)[O-])OCO2,3%,7%,10%,2%,i,
Cc1sc2nc(CSc3ccccc3)nc(N3CCOCC3)c2c1C,-6%,7%,11%,10%,11%,
Cc1onc(C(=O)NC(C)c2ccccc2)c1[N+](=O)[O-] (centres undefined),-3%,-10%,10%,3%,0.1%,
Cc1ccc([N+](=O)[O-])cc1NC(=O)C(C)N1CCCCC1 (centres undefined),-10%,-7%,-11%,-7%,i,
CC1(C)OC(c2ccccc2)=C/C(=C/C=N/NC(=O)c2ccncc2)O1,8%,4%,?,?,3.0%,
CCOc1ccc(Br)cc1CNCCN1CCOCC1,-8%,-2%,47%,3%,i,
CC1(C)CCC(=O)N2CC[C@H]3C[C@H](OC(=O)Nc4ccc5c(c4)OCO5)C[C@@H]1[C@H]32,13%,-3%,11%,-1%,1.6%,
CCOc1ccc(CNCCNC(=O)c2nonc2N)cc1,3%,-15%,2%,8%,i,
C#CCOCCOCCOCCNc1nc(N2CCN(C(=O)CCCCCCCCCCNC(=O)Cn3cc(C[C@@H](C)O)nn3)CC2)nc(N2CCN(C(=O)CCCCCCCCCCNC(=O)[C@@H]([C@H](C)CC)n3cc(CCCCCN)nn3)CC2)n1,142µM*,-9%,71%,?,10%,

# Remaining list, next part
SMILES,PhoP GFP inhibition,influenza NS1A,tuberculosis growth,H37Rv inhibition,inhibitors of VEEV,others
Cc1nc(NCCO)c2nnn(Cc3ccccc3F)c2n1,15%,-1%,-7%,-5%,0.7%,
COc1cccc(/C=N/Nc2snc(SC)c2C#N)c1O,-4%,0%,72%,9%,3.4%,
Cc1ccc(C(=O)Nc2ccccc2SCC2CSc3nc4ccccc4c(=O)n32)cc1 (centres undefined),18%,-3%,11%,5%,10µM*,
COc1ccc(-c2oc3cccnc3c2-c2ccc(OC)nc2)cc1,-3%,2%,20%,66%,0.5%,
O=C(Nc1ccc(C(F)(F)F)cc1)C1CCCN1S(=O)(=O)c1cccc2cccnc12 (centres undefined),2%,25%,41%,3%,i,
CSc1ccccc1C(=O)NCc1ccc2c(c1)OCO2,-21%,-4%,4%,0%,1.3%,
Cc1ccccc1C(=O)Oc1cc(N)n(S(C)(=O)=O)n1,2%,-6%,-17%,-6%,2.2%,
Cc1cccc(C)c1NC(=O)CCn1cnc2ccccc2c1=O,-7%,-12%,4%,-5%,1.3%,
COc1ccc(-c2nnc(NC(=O)c3ccc([N+](=O)[O-])o3)o2)c(OC)c1,-3%,20%,?,1.1µM*,2.3%,
Cc1ccc2c(c1)[C@H]1[C@H](CO2)[C@H](c2ccccc2)[C@]2(C)C(=O)N(CC3CCCO3)CC(=O)N12 (some centres undefined),.,-18%,16%,0%,7.2%,
Cc1nc(SCC(=O)NCc2ccco2)c2c(=O)n(C)c(=O)n(CC(C)C)c2n1,0%,2%,-1%,3%,i,
O=C(c1cccc(S(=O)(=O)N2CCOCC2)c1)N1CCCC(C(F)(F)F)C1 (centres undefined),-4%,-10%,-8%,-4%,1.9%,
CCc1ccccc1NC(=O)CN1CCN(C(=O)CNC(=O)Cc2cccc3ccccc23)CC1,.,-11%,17%,-11%,7.7%,
COc1ccc(NC(=O)CSc2nc3c(c(=O)n2-c2ccc(F)cc2)SCC3)c(OC)c1,3%,8%,25%,0%,5.2%,
Cc1ccc[n+](CC(=O)c2ccc(NC(=O)c3ccccc3)cc2)c1C,10%,.,-5%,0%,1.7%,
O=C(COC(=O)c1ccc(OC(F)(F)F)cc1)NCCN1C(=O)CSC1=O,.,-12%,16%,-6%,3.3%,
COc1ccccc1CCNC(=O)CSc1nc(=O)[nH]c2c1CCC2,-1%,-11%,-19%,-2%,1.1%,
Cc1cc(C(=O)CSc2nnc(-c3cccc(F)c3)n2N)c(C)n1Cc1ccc2c(c1)OCO2,3%,0%,14%,5%,5.5%,
NCCCC(=O)N1c2ccccc2Sc2ccc(Cl)cc21,10%,-6%,19%,-3%,0.6%,
COc1ccc(Oc2ccccc2C#N)cc1,-4%,-4%,25%,0%,4.3%,
Cc1ccc(S(=O)(=O)NC(C)C(=O)OCC(=O)N(C)c2ccccc2)cc1 (centres undefined),.,-6%,-8%,-9%,1.5%,
CC(=O)NC(CC(=O)NCCN1C(=O)S/C(=C\c2ccccc2)C1=O)c1ccccc1 (centres undefined),-12%,12%,21%,-2%,0.6%,
COc1ccc(N(C(=O)c2ccco2)C(C(=O)NC2CCCC2)c2ccc(N3CCOCC3)cc2)c(OC)c1 (centres undefined),1%,3%,19%,0%,1.1%,
CC(C)CC1NC(=O)c2ccccc2-n2c1nc1ccccc1c2=O (centres undefined),.,.,3%,-2%,.,

# Source: PubChem BioAssay
